GASC-1 inh = human JMJD2C demethylase inhibition. GST-JMJD2C(1-420) H3K9me3 demethylation, DELFIA europium. inhibition, % at 2.35 µM. 330,000 tested, 0.069% active. AID 2099;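 active = more than half of a compound's replicate wells show inhibition beyond 50%, single wells judged on their own value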;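 also: signal counts dimethyl H3K9 product captured on neutravidin plate; 0% = median of DMSO wells and 100% = 0.3 times that DMSO median; strong numbers were not always called active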
Target sequence (Q9H3R0 1-420 limits assumed): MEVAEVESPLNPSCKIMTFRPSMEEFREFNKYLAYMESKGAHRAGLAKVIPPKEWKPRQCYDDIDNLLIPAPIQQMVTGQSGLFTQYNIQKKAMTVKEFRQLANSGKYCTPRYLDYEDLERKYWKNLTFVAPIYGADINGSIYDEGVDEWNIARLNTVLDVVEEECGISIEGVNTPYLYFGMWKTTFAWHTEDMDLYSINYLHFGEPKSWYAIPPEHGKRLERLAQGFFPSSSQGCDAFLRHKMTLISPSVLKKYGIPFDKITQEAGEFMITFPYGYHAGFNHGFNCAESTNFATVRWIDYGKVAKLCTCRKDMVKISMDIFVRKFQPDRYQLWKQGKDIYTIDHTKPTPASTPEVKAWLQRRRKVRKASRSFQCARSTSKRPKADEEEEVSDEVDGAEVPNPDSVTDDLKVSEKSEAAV
TPT1 inh = C. albicans TPT1 enzyme inhibition; inhibition, % at 5 µM; recombinant caTPT1, FP RNA substrate dephosphorylation; 300,000 tested, 0.81% active;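 active = inhibition above the mean of all tested compounds plus 3 SD, set per screening campaign, cut at about 24% in these data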;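 also: plate controls were DMSO alone for no effect and ferristatin control at 100 nM for full effect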
CR mimetic SO = yeast age-related superoxide inhibition as caloric restriction mimetic; S. cerevisiae aged cells, superoxide DHE fluorescence; hits give low values; superoxide response (% of plate mean), % at 10 µM; 330,000 tested, 0.18% active;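 active = superoxide response under a set limit, about three screen SD below normal, cut at about 65% in these data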;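 also: yeast aged for seven days with compound at 30 °C before DHE staining; 100% = average MFI of all compound-treated wells on the plate with controls excluded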
PP1 counter = PP1-alpha (human) inhibition in PP5 counter-screen. P62136. purified PP1alpha, OMFP fluorescence. inhibition, % at 6.7 µM. 320,000 tested, 0.9% active;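 active = inhibition above the mean inhibition of all tested compounds plus 3 SD, computed separately for each screening campaign, cut at about 15% in these data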
Target sequence (P62136 whole entry, looked up): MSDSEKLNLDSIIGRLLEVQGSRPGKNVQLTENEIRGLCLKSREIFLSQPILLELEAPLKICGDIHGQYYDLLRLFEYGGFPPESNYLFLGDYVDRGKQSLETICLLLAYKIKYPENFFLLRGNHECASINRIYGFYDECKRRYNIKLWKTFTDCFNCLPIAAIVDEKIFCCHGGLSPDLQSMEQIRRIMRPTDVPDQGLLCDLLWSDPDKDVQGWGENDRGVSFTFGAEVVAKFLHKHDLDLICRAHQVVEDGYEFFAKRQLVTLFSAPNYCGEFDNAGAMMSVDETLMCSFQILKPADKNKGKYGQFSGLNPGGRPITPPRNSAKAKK
PP5 inh = blocks human protein phosphatase 5 activity; purified PP5c, OMFP substrate fluorescence; inhibition, % at 6.7 µM; AID 1987; 320,000 tested, 0.18% active;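 active = inhibition above the campaign's mean inhibition across all tested compounds plus 3 SD, cut at about 9.5% in these data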;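 also: 0% = DMSO only and 100% = 100 µM cantharidin control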
ZTA DNA inh = ZTA (EBV) inhibition in EBNA-1 counter-screen; ZTA-DNA binding, fluorescence polarization; inhibition, % at 11 µM; 320,000 tested, 0.15% active; AID 2234; in the data active = inhibition above about 33%
Target sequence (P03206 whole entry, looked up): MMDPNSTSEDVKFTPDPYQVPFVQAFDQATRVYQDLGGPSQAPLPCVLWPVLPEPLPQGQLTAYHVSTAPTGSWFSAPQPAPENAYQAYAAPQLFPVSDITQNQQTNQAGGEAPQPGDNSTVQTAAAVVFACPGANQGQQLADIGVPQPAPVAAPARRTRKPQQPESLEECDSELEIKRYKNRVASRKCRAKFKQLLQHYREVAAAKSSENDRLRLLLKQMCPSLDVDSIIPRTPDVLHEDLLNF
EBNA-1 inh = blocks EBNA-1 binding to DNA | EBNA-1 DNA binding, fluorescence polarization | inhibition, % at 14.8 µM | 300,000 tested, 0.34% active; in the data active = inhibition above about 28%
Fh CTSL1 inh = counter-screen for PFM18AAP inhibitors: inhibitors of F. hepatica cathepsin L1 | recombinant F. hepatica cathepsin L1, Z-Leu-Arg-MCA fluorescence | inhibition, % at 5.96 µM | 300,000 tested, 0.49% active | AID 1906;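 active = inhibition above the mean of all tested compounds plus 3 SD, set per screening campaign, cut at about 17% in these data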;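 also: 0% = plate median of test compound wells and 100% = 1 µM Z-Phe-Ala-diazomethylketone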
core dimer inh = HCV core protein dimerization inhibition | TR-FRET GST/Flag-core106 dimerization, 1536-well | inhibition, % at 5 µM | 300,000 tested, 0.33% active;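 active = inhibition above the mean of all tested compounds plus 3 SD, set per screening campaign, cut at about 45% in these data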
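assay system = GST-tagged and Flag-tagged HCV core protein residues 1-106 | controls = unlabelled core106 and no-GST-core106 wells | incubation = compound-protein-antibody incubation 4 h at 22.5 °C | probe or stimulus = Eu donor and XL665 acceptor anti-tag antibodies | read-out = % inhibition based on acceptor/donor emission ratio | signal = TR-FRET 671 and 617 nm emission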
* = called active by the depositor; nt = no result given.

canonical_smiles	TPT1 inh	PP1 counter	EBNA-1 inh	GASC-1 inh	CR mimetic SO	Fh CTSL1 inh	core dimer inh	PP5 inh	ZTA DNA inh
NC(=O)COc1ccc(C(=O)/C=C2/C(=O)Nc3ccccc32)cc1	-4.4	1.3	-1.1	31.1	87.7	1.4	2.0	-1.3	1.0
COCCN(C(=O)COC(=O)CCc1c[nH]c2ccccc12)c1c(N)n(Cc2ccccc2)c(=O)[nH]c1=O	5.4	-2.4	-11.1	-16.6	110.2	-3.7	-4.8	4.0	7.8
Cc1ccc(NC(=O)CCCC2CCCCC2)c(O)c1	-1.9	2.7	9.8	32.7	112.9	-0.3	-4.4	3.8	-13.2
Cc1cc(C)n2c(SCc3c(C)noc3C)nnc2n1	-1.5	-1.3	9.6	nt	94.9	1.0	1.1	-0.7	-4.7
CN1CCN(CCOc2ccc(Cl)c(Cl)c2)CC1	-0.6	-0.3	2.7	-4.8	85.6	1.9	-7.3	-0.5	4.1
C=CCSC1=C(C#N)C(c2cccc(OC)c2)CC(=O)N1 (stereo not drawn)	-3.4	-0.9	-18.3	8.3	103.0	-1.5	-0.1	3.9	-8.7
CCNC(=S)N/N=C(\C)c1ccc2ccccc2c1OC(F)F	1.9	0.1	-2.3	14.3	109.6	-2.8	2.4	-1.1	19.2
Cc1ccc(S(=O)(=O)N(C)C)cc1NC(=O)c1cncc(Br)c1	-1.8	-2.1	-6.2	14.1	99.7	1.9	4.5	-0.8	-12.0
CCCCOC(=O)/C=C/c1ccc(OC(=O)OC)c(OC(=O)OC)c1	1.1	-2.2	0.5	1.3	101.3	-2.6	-2.3	-0.2	11.2
Cc1ccc(C(=O)/C=C/c2cc(C#N)n(C)c2C)cc1	-1.0	3.9	-12.9	17.2	96.9	2.3	-9.6	3.8	6.3
CN(CC(=O)Nc1ccccc1Br)C(=O)c1ccccc1Cc1ccccc1	nt	1.2	nt	1.6	90.2	nt	nt	2.2	-4.4
O=C(CNc1ccccc1C(=O)O)c1ccccc1	-0.3	-7.8	0.6	-3.3	108.8	3.3	1.8	0.8	3.3
N#Cc1ccccc1NC(=O)CSc1nccn1CCc1ccccc1	0.8	-3.4	-5.3	13.3	84.5	1.0	-1.0	0.6	-6.4
COc1cccc(C2N(Cc3ccccc3)C(=O)C2(F)F)c1OC (stereo not drawn)	-2.2	1.0	4.0	-12.2	96.5	0.2	0.7	-0.4	11.2
COc1cc(OC)cc(C(=O)NC2CC(C)(C)NC(C)(C)C2)c1	0.5	-0.8	-10.0	-10.3	111.0	-2.5	3.7	1.3	-1.1
O=C(CN1CCC(NC(=O)Nc2ccc(F)cc2)CC1)Nc1ccccc1[N+](=O)[O-]	-0.4	1.9	-1.9	14.2	121.8	0.3	-0.9	-2.2	4.4
O=C(CCN1C(=O)C2CCCCC2C1=O)Nc1cc([N+](=O)[O-])ccc1Cl (stereo not drawn)	nt	-4.1	nt	9.7	92.7	nt	nt	2.7	0.4
Oc1ccc(Nc2nc(-c3ccccc3)nc3ccccc23)cc1	-3.1	0.1	0.6	-6.2	105.4	-8.4	1.4	6.2	-5.3
NNC(=O)CSCc1nc(-c2ccc(Cl)cc2)cs1	-2.8	0.8	-3.5	6.0	95.7	-3.4	-5.7	2.8	-21.7
COc1ccccc1C(CNC(=O)CSc1ccc2ccccc2c1)N(C)C (stereo not drawn)	2.5	-0.1	-11.8	-14.5	95.7	1.6	5.8	0.9	0.9
O=C1CSC(c2ccc(Cl)cc2)N1 (stereo not drawn)	0.2	-3.5	6.8	5.1	101.9	-1.8	1.2	-1.2	5.5
CCOC(=O)C1C(c2ccc(O)cc2)NC(=O)NC1(O)C(F)(F)F (stereo not drawn)	-1.5	-0.5	-5.9	-2.0	104.3	-1.9	-5.7	3.7	-26.2
CN(C)c1ccc(C(=O)OCC(=O)NCCC2=CCCCC2)cc1	0.5	-2.9	2.0	-1.1	108.6	-1.3	-4.4	0.8	-1.1
CC(C)NC(=O)c1ccccc1NC(=O)C1COc2ccccc2O1 (stereo not drawn)	4.9	-0.8	-9.4	6.3	102.9	-0.3	-4.2	2.5	-7.8
Cc1ccc(-n2c(Cn3ncc4ccccc4c3=O)n[nH]c2=S)cc1	7.9	-5.5	1.9	2.4	96.6	-0.8	-2.0	-0.8	14.4
COc1ccccc1/C=N/Nc1cc(C)nc2ccc(C)cc12	-1.2	-3.1	-3.1	0.7	98.4	1.9	-9.4	0.7	2.0
COCCNC(=S)N(CCc1c(C)[nH]c2ccc(OC)cc12)Cc1cccnc1	-5.2	-0.8	9.3	4.0	84.8	-0.6	-8.7	-0.2	-8.7
COc1ccc(C2NC(=O)c3n[nH]c(C)c32)c(OC)c1 (stereo not drawn)	5.6	2.6	12.1	7.6	85.2	4.9	2.8	2.5	8.1
C=CCN1C(=O)C2C3CC(=O)C(c4ccccc43)C2C1=O (stereo not drawn)	-3.4	0.2	3.4	12.2	104.2	-0.8	-2.3	1.5	6.9
C/C(=N\N=C1\NC(=O)CS1)c1cccs1	-1.4	1.0	7.7	1.5	96.9	-2.3	-10.8	3.8	-11.9
CCOC(=O)C1=NN(C(=O)Nc2cccc(C(F)(F)F)c2)C2C(=O)N(c3cccc(C(F)(F)F)c3)C(=O)C12 (stereo not drawn)	-1.7	4.9	1.0	0.7	102.1	1.3	15.6	3.5	26.7
COc1ccc(Cc2noc(CN3CCNC(=O)CC3)n2)cc1OC	-3.1	-6.2	12.8	2.8	96.4	-3.5	-2.0	0.1	3.8
COc1ccc(Nc2nc(Cl)nc(Nc3ccc(OC)cc3OC)n2)c(OC)c1	3.3	-2.9	4.4	nt	101.5	3.9	-5.1	4.1	-17.4
c1ccc(-c2noc(CC3CCCCC3)n2)cc1	-7.9	-3.9	-12.2	7.5	96.8	4.9	-1.6	3.5	-20.3
COc1ccccc1C(=O)NCc1ccccn1	1.1	2.0	0.4	-27.6	119.0	-3.6	15.9	-1.6	-4.1
Cc1cc(O)c(C(C)C)cc1N=Nc1ccccc1C(=O)O	26.5*	3.9	-2.1	2.3	110.4	4.8	3.7	2.5	-0.5

Compound profiles, from the list above.
Shown for COc1ccc(Cc2noc(CN3CCNC(=O)CC3)n2)cc1OC = TPT1 inh: -3.1; PP1 counter: -6.2; EBNA-1 inh: 12.8; GASC-1 inh: 2.8; CR mimetic SO: 96.4; Fh CTSL1 inh: -3.5; core dimer inh: -2.0; PP5 inh: 0.1; ZTA DNA inh: 3.8
Shown for COc1ccc(Nc2nc(Cl)nc(Nc3ccc(OC)cc3OC)n2)c(OC)c1 = TPT1 inh: 3.3; PP1 counter: -2.9; EBNA-1 inh: 4.4; GASC-1 inh: nt; CR mimetic SO: 101.5; Fh CTSL1 inh: 3.9; core dimer inh: -5.1; PP5 inh: 4.1; ZTA DNA inh: -17.4

Remaining list, next part:
canonical_smiles	TPT1 inh	PP1 counter	EBNA-1 inh	GASC-1 inh	CR mimetic SO	Fh CTSL1 inh	core dimer inh	PP5 inh	ZTA DNA inh
Cc1ccnc(NC(=O)c2ccc([N+](=O)[O-])s2)c1	-4.5	-5.9	-1.2	8.2	111.8	-3.5	0.5	1.0	-6.5
Cc1ccc(C(C(=O)Nc2ccc3c(c2)OCO3)N(C)C(=O)/C=C\c2ccc3c(c2)OCO3)cc1 (stereo not drawn)	0.2	2.6	-1.6	-15.4	87.8	1.7	25.7	7.2	-14.9
CCOc1ccccc1NC(=O)CSc1nnnn1-c1ccc(C(=O)OC)cc1	-5.1	-0.8	1.1	5.0	112.7	0.1	4.9	4.4	-4.9
COc1ccc(C(=O)NNC(=O)C23CC4CC(CC(C4)C2)C3)cc1OC	nt	0.1	nt	-0.5	85.5	nt	nt	-0.6	17.1
CCOC(=O)N/N=C(/c1ccccc1)C1CCCCC1	-0.4	3.8	-5.6	-20.8	100.7	12.6	1.0	-4.2	-14.9
CCOc1ccc(Br)cc1S(=O)(=O)NCCN(C)C	-3.3	-0.8	14.0	0.1	104.0	-0.9	-4.7	-0.6	5.3
Cc1cccc(OCC(=O)O/N=C(\N)Cc2cccs2)c1	4.7	0.9	6.3	9.4	115.5	-20.1	1.0	5.0	6.5
Cc1ccc(C)c(N(C(=O)Cc2cccs2)C(C(=O)NC2CCCC2)c2ccc(C)o2)c1 (stereo not drawn)	-1.9	-3.1	-2.2	2.3	96.1	-2.9	6.0	0.9	4.3
O=C(Cc1ccccc1)Nc1cccc(NC(=O)c2cccs2)c1	-0.8	4.1	3.5	6.6	98.5	1.8	1.8	4.2	-11.7
Cc1ccc2c(c1)N(CCCC(=O)NCCCN1CCCC1=O)C(=O)CO2	-0.9	0.5	-4.1	-2.2	109.7	0.7	-19.4	1.9	1.4
O=C(NCCCn1ccnc1)c1cn(-c2ccccc2)nc1-c1ccc(F)cc1	3.0	0.3	-2.8	1.2	120.0	-1.6	-4.1	0.2	0.8
CC(c1ccccn1)N(C)C(=O)c1ccc2nc(Cc3ccccc3F)oc2c1 (stereo not drawn)	-6.0	-3.8	-0.2	7.9	100.4	-1.8	1.5	-0.1	5.4
CN1CCN(/C=N/c2c(C#N)cnn2C)CC1	6.0	-8.0	6.2	-1.7	116.1	-0.5	-0.6	1.3	2.0
Cc1[nH]nc(SCC(=O)NCC(C)C)c1[N+](=O)[O-]	-3.5	-3.2	0.7	-11.1	106.5	0.7	-7.5	-1.1	-2.2
CCCCOc1ccc(-c2ncc(N)cn2)cc1	-0.2	-2.5	1.2	-26.4	100.5	-2.0	1.6	1.4	17.5
O=C(O)C1CC(=O)N(CCc2ccccc2)C1 (stereo not drawn)	1.1	1.9	-5.4	-90.1	119.2	3.1	-10.1	1.3	-3.8
COc1c(Cl)cc(Cl)cc1/C=N/n1cnnc1	-7.3	-2.6	-0.8	-10.1	99.2	2.3	-2.3	0.7	-2.6
CCOC(=O)CC(=O)CSc1nnc2sc3ccccc3n12	1.0	-1.5	5.2	-0.6	97.8	41.3*	0.3	-1.5	2.9
N#CC(c1ccccc1)(c1ncc(C(F)(F)F)cc1Cl)N1CCOCC1 (stereo not drawn)	0.1	-4.7	-6.3	-0.9	101.4	-0.5	-1.2	2.2	-4.2
COc1cccc(C(=O)OCC(=O)Nc2ccccc2N2CCOCC2)c1	0.5	-0.2	3.8	-4.8	89.4	-1.6	-0.5	-2.4	1.7
COc1ccc(C(=O)COC(=O)COc2cccc3c2OC(C)(C)C3)c(OC)c1	1.2	-4.0	6.3	-0.4	94.3	3.9	1.2	0.4	10.5
CS(=O)(=O)N1CCCC(C(=O)Nc2cccc(F)c2)C1 (stereo not drawn)	1.3	-2.3	-1.5	-0.1	103.8	1.3	-1.7	2.7	13.5
COC(=O)CSc1[nH]c2ccc(Br)cc2c1[N+](=O)[O-]	-5.2	-1.5	10.0	31.3	88.3	1.1	0.3	0.1	0.4
CCn1ccnc1CN1CCC(n2nccc2NC(=O)CCc2ccccc2)CC1	2.3	1.0	8.1	-10.9	102.9	-0.6	3.5	3.7	-10.6
COC(=O)CN1C(=O)C(O)(CC(=O)c2ccc(Cl)cc2)c2ccccc21 (stereo not drawn)	1.0	-6.1	-1.6	nt	103.4	2.1	0.4	2.5	9.1
CC(C)(C)NC(=O)CN(Cc1cccnc1)C(=O)c1csnn1	-2.2	-0.8	-1.5	5.1	107.3	1.1	-10.6	0.7	-21.0

Screening results deposited in PubChem by several laboratories.
